KB-V1 MDR tox = qHTS assay for MDR1-selective chemotherapeutics: Primary screen using the drug-selected MDR subline cells KB-V1 | 400,000 compounds, 3.4% hits | KB-V1 MDR cells viability, CellTiter-Glo, 72 h | Potency, µM (series often up to 46.1 µM), inactives show top-dose activity change, negative = cytotoxicity, actives largely listed as cytotoxic; also: potency is read from the fitted curve at half-maximal effect; % is scaled to controls: 0 for no effect and ±100 for the full control effect; nearly all actives have a fitted effect of over 60% in size
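KB-V1 cells (P-gp-expressing MDR subline of KB-3-1) in phenol-red-free DMEM with 10% FBS were exposed to library compounds over a concentration series for 72 h at 37 degrees C. Viability read by CellTiter-Glo luminescence; concentration-effect curves fitted after normalization.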
TDP-43 yeast inh = qHTS of TDP-43 Inhibitors; TDP-43 expressing yeast growth rescue, BacTiter-Glo, 24 h; Potency, µM (highest dose often 46.1 µM), inactives show at the highest dose growth rescue (activation), most hits filed as activators; 410,000 compounds, 1.8% hits; also: potency is read from the fitted curve at half-maximal effect; % of control where 0% means no effect; nearly all actives have a fitted effect of over 50% in size
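Growth rescue of TDP-43-toxic yeast measured as ATP luminescence (BacTiter-Glo). Cells grown to mid-log in raffinose, induced in galactose at OD600=0.02, exposed to compound 24 hr at 30 deg C.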
aSyn rescue = qHTS of alpha-syn Inhibitors; Yeast expressing alpha-synuclein, growth rescue, BacTiter-Glo, 24 h; Potency, µM (top dose mostly 46.1 µM), for the others: at the top dose growth rescue (activation), usual class: activators; 370,000 compounds, 0.14% hits; AID 652106, 2013; also: potency is read from the fitted curve at half-maximal effect; % of control where 0% means no effect; nearly all actives have a fitted effect of over 65% in size
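Rescue of yeast growth: cells expressing toxic alpha-synuclein, induced in galactose at OD600 0.02, incubated with compound 24 h at 30 C. ATP luminescence quantified growth; inhibitors of toxicity appear as activators.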
DRD3 agonist = qHTS of D3 Dopamine Receptor Agonist: qHTS; D3R DiscoveRx beta-arrestin cells, luminescence, 90 min; max activation, %; AID 652048, 2013; 410,000 compounds, 0.58% hits; in the data active = max activation above about 30%; also: 0% is about no effect; mostly tested at two doses, the higher about 12 µM
Target sequence (P35462 whole entry, looked up): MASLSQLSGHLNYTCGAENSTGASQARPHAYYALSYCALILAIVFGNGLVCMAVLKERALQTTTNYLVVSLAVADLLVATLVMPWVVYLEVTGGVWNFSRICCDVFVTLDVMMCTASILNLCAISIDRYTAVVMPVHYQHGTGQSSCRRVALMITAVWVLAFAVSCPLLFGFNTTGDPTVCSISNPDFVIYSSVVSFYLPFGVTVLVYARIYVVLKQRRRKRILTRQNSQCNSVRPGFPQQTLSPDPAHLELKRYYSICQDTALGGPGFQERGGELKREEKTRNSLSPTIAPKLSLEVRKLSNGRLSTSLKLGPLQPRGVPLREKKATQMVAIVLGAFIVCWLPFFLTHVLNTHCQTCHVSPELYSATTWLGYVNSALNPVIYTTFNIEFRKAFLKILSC
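Agonist-mode cell screen: cells plated at 1500/well and incubated overnight at 37 °C, then exposed to library compounds for 90 min at 37 °C. Detection reagent was added for 30–60 min at room temperature, and luminescence was read.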
DRD3 antagonist = qHTS of D3 Dopamine Receptor Antagonist: qHTS | max response, negative = inhibition, % | 360,000 compounds, 2.5% hits | D3R cells, DiscoveRx beta-arrestin luminescence, antagonist mode; hits give low values | AID 652054, 2013; in the data active = max response below about -50%; inconclusive = no clear call, values can overlap the other calls; also: % is scaled to controls: 0 for no effect and ±100 for the full control effect; mostly tested at two doses, the higher about 12 µM
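Cells expressing the human receptor were seeded at 1500 cells/well, incubated overnight at 37 degrees C in 5% CO2, then exposed to library compounds with dopamine controls for 90 minutes at 37 degrees C before luminescent detection.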
GLP1R inv ag = qHTS of GLP-1 Receptor Inverse Agonists (Inhibition Mode); Glucagon-like peptide 1 receptor (Homo sapiens), P43220; HEK293 GLP-1R CRE-luciferase, luminescence, 24 h; GLP-1R form is constitutively active; Potency, µM (highest dose often 38.3 µM), without a hit: at the top dose activity change, negative = inhibition, hits mostly inhibitors; 410,000 compounds, 1.6% hits; also: potency is read from the fitted curve at half-maximal effect; % is scaled to controls: 0 for no effect and ±100 for the full control effect; nearly all actives have a fitted effect of over 55% in size
Target sequence (P43220 whole entry, looked up): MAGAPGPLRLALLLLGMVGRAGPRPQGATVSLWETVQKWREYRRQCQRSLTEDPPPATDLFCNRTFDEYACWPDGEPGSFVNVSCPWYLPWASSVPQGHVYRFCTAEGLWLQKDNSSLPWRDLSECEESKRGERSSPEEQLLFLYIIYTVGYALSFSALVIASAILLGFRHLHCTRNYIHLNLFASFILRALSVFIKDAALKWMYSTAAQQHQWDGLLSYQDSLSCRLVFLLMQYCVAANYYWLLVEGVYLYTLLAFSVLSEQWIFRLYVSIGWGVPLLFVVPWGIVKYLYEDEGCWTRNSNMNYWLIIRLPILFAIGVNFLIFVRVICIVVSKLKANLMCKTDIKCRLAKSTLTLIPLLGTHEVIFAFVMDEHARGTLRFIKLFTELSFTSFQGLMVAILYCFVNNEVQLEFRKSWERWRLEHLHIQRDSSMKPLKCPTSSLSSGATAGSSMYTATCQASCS
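Inverse agonists were sought by their lowering of basal cAMP reporter luciferase output in HEK293 cells stably carrying constitutively active human GLP-1R, after 24 h compound treatment.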
PTHR1 agonist = qHTS for PTHR1 Agonists: Primary Screen. Potency, µM (titrated, usually from 115 µM), for the others: top-dose activation, most hits filed as activators. Parathyroid hormone/parathyroid hormone-related peptide receptor (Homo sapiens), Q03431. 410,000 compounds, 0.075% hits. HEK293 GP2 PTHR1 cells, GloSensor cAMP luminescence, 1 h; also: potency is read from the fitted curve at half-maximal effect; nearly all actives have a fitted effect of over 55% in size; some results filed as inactive show a strong effect at the top dose; inactives centre near -15; many of its hits are not listed in these tables
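HEK-293-derived GP2 cells expressing PTHR1 and a GloSensor cAMP reporter, 3,000/well, plated overnight, given luciferin plus IBMX (each 0.5 mM as added) for 1 h at 37 °C, then compound for 1 h at 37 °C. Luminescence was read after 15 min at room temperature.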
GLP1R ag = qHTS of GLP-1 Receptor Agonists. Glucagon-like peptide 1 receptor (Homo sapiens), P43220. Potency, µM (titrated, usually from 45.6 µM), for the others: top-dose activation, usual class: activators. 380,000 compounds, 0.007% hits. HEK293 GLP-1R CRE-luciferase, luminescence, 4-6 h; cells express a hypersensitive GLP-1R form. AID 624172, 2012; also: potency is read from the fitted curve at half-maximal effect; % of control where 0% means no effect
GLP1R cytotox = qHTS of GLP-1 Receptor Inverse Agonists: Cytotox Screen. Potency, µM (highest dose often 38.3 µM), without a hit: at the top dose activity change, negative = inhibition, usual class: inhibitors. HEK293 cAMP-luciferase reporter cells, luminescence, 24 h. 410,000 compounds, 0.13% hits;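 also: loss of luciferase light is scored as toxicity; potency is read from the fitted curve at half-maximal effect; % is scaled to controls: 0 for no effect and ±100 for the full control effect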
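To flag toxic compounds, the library was rerun on cells for 24 hr at 37 deg C and 5% CO2. Viability-linked luminescence was captured 12 min after adding luciferase detection reagent.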
Active calls of the source: *; i = inactive; ? = inconclusive; / = no result given; [ ] = remark or other dose. Unless noted, calls follow the shape of the dose curve; as a rule, active = well fitted curve in the direction sought with a large enough effect; inconclusive = small, poorly fitted or top-dose-only effect, or another doubt; inactive = no such curve, though single readings can be large; an effect the other way counts as inactive or inconclusive.

SMILES	KB-V1 MDR tox	TDP-43 yeast inh	aSyn rescue	DRD3 agonist	DRD3 antagonist	GLP1R inv ag	PTHR1 agonist	GLP1R ag	GLP1R cytotox
CCCCn1c(N)c(N(CCOC)C(=O)CSCc2cccc(C)c2)c(=O)[nH]c1=O	?	7%	-1%	-5	-6	5%	i	0%	1%
CCc1cccc(CC)c1NS(=O)(=O)c1ccc2c(c1)CCN2C(=O)C1CC1	1%	22%	/	3	/	-2%	-28%	-1%	0%
CCOC(=O)CCn1cnc2onc(-c3cc(OC)ccc3Cl)c2c1=O	8%	?	/	0	/	2%	i	0%	-2%
O=[n+]1c2c(n([O-])c3c1CCC3)CCCC2	?	6%	-10%	-8	-5	-8%	i	0%	62%[activator]
CNC(=S)N(CCCN(C)C)Cc1cc2cc3c(cc2[nH]c1=O)OCCO3	10%	18%	11%	3	16	32%[activator]	-11%	2%	-2%
CSc1nc(-c2ccccc2)nc(NC(=O)C(C)C)c1C(C)=O	-14%	4%	4%	2	-4	-10%	-12%	5%	-3%
Cc1cc(C)cc(OCc2ccc(C(=O)NN)o2)c1	13%	20%	-8%	-4	-6	-15%	i	4%	-5%
OCC[C@@H]1C[C@@H](O)[C@H](O)[C@@]2(Cc3ccccc3CO2)O1	0%	5%	1%	-9	12	1%	-12%	-5%	-33%
CC(=O)c1sc(NC(=O)c2ccc(COc3ccccc3Cl)o2)nc1C	-29%	-27%	-7%	-9	?	16%	i	4%	7%
COc1ccsc1C(=O)N1CCN(Cc2ccc3c(c2)OCO3)CC1	-18%	-16%	1%	-2	-63*	2%	-16%[57.5 µM]	4%	62%[activator]

Taken from above.
Entry of CNC(=S)N(CCCN(C)C)Cc1cc2cc3c(cc2[nH]c1=O)OCCO3 under PTHR1 agonist: -11%
Entry of OCC[C@@H]1C[C@@H](O)[C@H](O)[C@@]2(Cc3ccccc3CO2)O1 under DRD3 antagonist: 12
Entry of COc1ccsc1C(=O)N1CCN(Cc2ccc3c(c2)OCO3)CC1 under GLP1R inv ag: 2%
Entry of Cc1cc(C)cc(OCc2ccc(C(=O)NN)o2)c1 under GLP1R ag: 4%
Entry of CSc1nc(-c2ccccc2)nc(NC(=O)C(C)C)c1C(C)=O under KB-V1 MDR tox: -14%
Entry of CCOC(=O)CCn1cnc2onc(-c3cc(OC)ccc3Cl)c2c1=O under GLP1R ag: 0%

The list continues.
SMILES	KB-V1 MDR tox	TDP-43 yeast inh	aSyn rescue	DRD3 agonist	DRD3 antagonist	GLP1R inv ag	PTHR1 agonist	GLP1R ag	GLP1R cytotox
CCCCNC(=O)CCn1nc(-c2ccc(Cl)cc2)ccc1=O	-13%	-13%	-1%	3	-16	-19%	14%	4%	3%
O=c1cc(-c2ccccc2)n2c(SCc3cccc([N+](=O)[O-])c3)nnc2[nH]1	/	12%	/	-5	/	1%	-15%	/	-1%
Cc1ccc(NC(=O)CN2C(=O)COc3ccc(S(=O)(=O)N4CCOCC4)cc32)cc1F	?	3%	-9%	-2	-20	?	i	-1%	-6%
COc1ccc([C@@H]2[C@@H](C(=O)C(C)(C)C)N3N=Cc4ccccc4[C@@H]3C23C(=O)OC(C)(C)OC3=O)cc1OC	4%	?	-7%	-41	-4	-7%	i	2%	17%
O=C(c1csc2ccccc12)n1cccn1	0%	6%	6%	0	14	9%	-16%[57.5 µM]	-12%	4%
COc1ccc(N2CCN(c3cc(C(=O)Nc4cc(OC)c(OC)c(OC)c4)ncn3)CC2)cc1OC	?	24%	-9%	-2	12	?	-5%	1%	-15%
C=COCCNC(=O)C(=O)NCC(C)C	2%	-17%	-6%	-4	12	3%	-2%[57.5 µM]	-1%	75%[activator]
Cc1cc(=O)[nH]c(SCC(=O)N2CCN(C(c3ccccc3)c3ccccc3)CC2)n1	-1%	4%	6%	-8	12	5.6µM*	i	0%	13%
COc1cc(S(=O)(=O)N(CCc2ccccc2)Cc2cccs2)ccc1-n1cnnn1	-17%	-2%	0%	-3	-5	0%	-1%[57.5 µM]	8%	-30%
CCSCc1nnc(SCC(=O)c2ccc(OC)cc2)n1C	5%	-2%	-2%	-6	10	10%	-4%[57.5 µM]	0%	-10%
COc1ccc(NC(=O)CSc2nnc(NC(=O)Nc3ccccc3)s2)cc1OC	/	16%	/	4	/	2%	-12%	/	-1%
Cc1ccc(S(=O)(=O)CCN2C=CC(C(F)(F)F)=NCC2)cc1	-12%	21%	-8%	4	7	6%	i	4%	-7%
Cc1ccc(-c2csc(NC(=O)c3cnccn3)n2)cc1C	-12%	2%	2%	7	9	21%	i	-1%	0%
O=C(NCC(=O)N1CCCCC1)c1ccc(Cl)cc1Cl	-3%	-5%	-8%	-1	-5	1%	-24%	2%	-13%
Cn1cc(C(=O)NCC2COc3ccccc3O2)c(=O)c2cc(S(=O)(=O)N3CCCCC3)ccc21 (stereo not given)	-18%	-21%	4%	-4	-9	0%	i	0%	4%
CCOC(=O)N1CCC(Nc2nc3ccccc3nc2NS(=O)(=O)c2ccc(Cl)cc2)CC1	15µM*	-2%	-30%[inhibitor]	2	5	0%	-40%[inhibitor]	-1%	?
CCN(CC)S(=O)(=O)c1ccc2c(c1)oc(=O)n2CC(=O)NC1CCCCC1	-17%	-2%	-1%	20	-8	0%	i	3%	-1%
COc1ccc2nc3n(c(=O)c2c1)-c1ncccc1C(=O)NC3Cc1ccccc1 (stereo not given)	-2%	22%	4%	1	2	3%	-5%	14%	-9%
O=C(COC(=O)/C=C/c1ccc2ccccc2n1)NNC(=O)c1ccc([N+](=O)[O-])cc1	5%	?	2%	-3	3	32%[activator]	-12%	-8%	8%
O=c1c(C=NCCCn2ccnc2)c(-c2ccccc2)[nH]n1-c1nc2ccccc2s1	0%	20%	2%	10	1	2%	i	0%	-12%

Some of the entries so far, with values under each structure:
Fields – KB-V1 MDR tox, TDP-43 yeast inh, aSyn rescue, DRD3 agonist, DRD3 antagonist, GLP1R inv ag, PTHR1 agonist, GLP1R ag, GLP1R cytotox
COc1ccc(NC(=O)CSc2nnc(NC(=O)Nc3ccccc3)s2)cc1OC
 : /, 16%, /, 4, /, 2%, -12%, /, -1%
Cc1ccc(S(=O)(=O)CCN2C=CC(C(F)(F)F)=NCC2)cc1
 : -12%, 21%, -8%, 4, 7, 6%, i, 4%, -7%

Remaining list, next part:
SMILES	KB-V1 MDR tox	TDP-43 yeast inh	aSyn rescue	DRD3 agonist	DRD3 antagonist	GLP1R inv ag	PTHR1 agonist	GLP1R ag	GLP1R cytotox
COc1ccc(NS(=O)(=O)c2ccc(N3CC(O)=C(c4ccccc4)C3=N)cc2)cc1	12%	-8%	-5%	0	13	-5%	?	1%	7%
CCCc1c(C(=O)N/N=C(\C)CCc2ccc(OC)cc2)nnn1-c1nonc1N	?	18%	3%	4	4	26%	-8%	13%	5%
O=C(Cc1ccc(Cl)cc1)NNC(=O)c1ccco1	?	-4%	-2%	7	-4	4%	-9%	-2%	11%
Cc1cc(C(=O)NNC(=O)c2cccc(C(F)(F)F)c2)no1	28%	10%	-4%	-10	-17	-2%	-25%	-6%	8%
Fc1ccc(Nc2nc(Nc3ccc(F)cc3)nc(N3CCOCC3)n2)cc1	6%	0%	/	-24	/	?	-20%	/	-2%
COc1ccc(N(CCCN2C(=O)c3cccc4cccc(c34)C2=O)C(=O)c2cccs2)cc1	4%	7%	-5%	-1	-16	?	-11%	6%	11%
Cc1ccc(OCCn2c(=O)n(C)c3ccccc32)cc1	-16%	9%	?	8	14	14%	-9%	25%	2%
CN(Cc1ccccc1)C(=O)c1[nH]cnc1C(=O)NC1CCN(C(=O)OC(C)(C)C)CC1	-1%	10%	3%	3	-22	-5%	-11%	-7%	4%
Cc1ccc(-c2nn3c(C)nnc3s2)cc1NC(=O)CSc1ccc(Cl)cc1	-9%	-18%	0%	5	27	10%	i	-2%	-5%
Cc1c(C)c(C)c(CN2CCSCC2)c(C)c1C	11%	7%	-2%	0	12	-2%	-5%	4%	5%

Quoted at random: three compounds from above
SMILES	KB-V1 MDR tox	TDP-43 yeast inh	aSyn rescue	DRD3 agonist	DRD3 antagonist	GLP1R inv ag	PTHR1 agonist	GLP1R ag	GLP1R cytotox
Cc1ccc(OCCn2c(=O)n(C)c3ccccc32)cc1	-16%	9%	?	8	14	14%	-9%	25%	2%
COc1ccc(N(CCCN2C(=O)c3cccc4cccc(c34)C2=O)C(=O)c2cccs2)cc1	4%	7%	-5%	-1	-16	?	-11%	6%	11%
Cc1cc(C(=O)NNC(=O)c2cccc(C(F)(F)F)c2)no1	28%	10%	-4%	-10	-17	-2%	-25%	-6%	8%

(next part)
SMILES	KB-V1 MDR tox	TDP-43 yeast inh	aSyn rescue	DRD3 agonist	DRD3 antagonist	GLP1R inv ag	PTHR1 agonist	GLP1R ag	GLP1R cytotox
Cc1[nH]n(-c2ccccc2)c(=O)c1/C=C1\C=NN=C1c1ccccc1	1%	22%	8%	-2	7	-17%	i	19%	?
COc1cc(/C=C/C(=O)c2ccc(C)c([N+](=O)[O-])c2)cc(OC)c1O	?	2%	-9%	-9	?	10µM*	-32%[inhibitor]	-6%	10%
C/C(=N\NC(=O)c1c[nH]c2ccccc12)c1ccc2c(c1)OCO2	-5%	2%	-1%	-5	-6	3%	0%	3%	-2%
O=S(=O)(NCCc1nnc2ccc(SCc3cccc(Cl)c3)nn12)c1ccccc1	1%	5%	/	3	/	-19%	-78%[inhibitor]	/	2%
CCOC(=O)c1c(NC(=O)C2CC2)sc(C)c1CC	7%	0%	2%	4	14	?	i	2%	1%

An excerpt. The share of hits here may be higher or lower than overall.
